Giardia killer: Giardia lamblia killing | activity change, % at 7.66 µM, hits read low | 340,000 tested, 0.15% active | Giardia lamblia trophozoite viability; in the data active = activity change below about -80%; inconclusive = between about -30% and that limit;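 also: parasites exposed to compound for two days anaerobically before the ATP read; % is scaled to controls: 0 for no effect and ±100 for the full control effect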
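Luminescence from cellular ATP indicates surviving trophozoites (100 cells/well) following 48 hrs anaerobic compound treatment at 37 deg C; signal develops 15-30 min at room temperature.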
GALK inhibitor: inhibitors of human galactokinase; Purified GALK, Kinase-Glo residual ATP luminescence; AID 1868; Potency, µM (series often up to 57.5 µM), for inactives: at the top dose activity change, negative = inhibition, usual class: inhibitors; P51570; 270,000 tested, 0.007% active; also: potency is read from the fitted curve at half-maximal effect; % is scaled to controls: 0 for no effect and ±100 for the full control effect
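Compounds were pin-transferred into ATP buffer (35 uM final), then GALK plus galactose (5 nM, 100 uM final) was added. After 1 h at room temperature, Kinase-Glo Plus was added and luminescence read after 10 min.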
Coupling enz: inhibits coupling enzyme system, counter-screen for aldolase hits. AID 2472. activity change, negative = inhibition, % at 58.2 µM, hits read low. 290,000 tested, 0.67% active. coupling enzyme system counterscreen, AmpLite Red fluorescence; in the data active = activity change below about -30%; also: % is scaled to controls: 0 for no effect and ±100 for the full control effect
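Compounds tested against the coupling enzymes alone at 57.5 uM final; readout was AmpLite Red fluorescence (525/598 nm) after 20 min at RT.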
CXXC DNA block: inhibitors of human MLL CXXC domain-DNA interaction | Q03164 | MLL-CXXC / FITC-HOXA9 DNA fluorescence polarization | Potency, µM (highest dose often 115 µM), inactives show at the top dose activity change, negative = inhibition, hits mostly inhibitors | 290,000 tested, 0.037% active | AID 2662; active = well fitted inhibition curve with a large enough effect in the polarisation, with a control signal flat, not every such curve was filed as active; inconclusive = small, poorly fitted or top-dose-only effect, or effect the other way, or a change in a side signal; inactive = no such curve, though single readings can be large or run the other way; the % refers to the polarisation; also: potency is read from the fitted curve at half-maximal effect
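Steps: dispense CXXC domain solution (7 uM) → pin compounds or unlabeled HOX-A9 DNA control → 5 min ambient → add FLSN-HOX-A9 solution (50 nM) → spin → 30 min ambient → fluorescence polarization. Tris pH 7.5/NaCl/DTT/BSA buffer.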
A-T KAP1 phos: potential ataxia-telangiectasia treatments restoring KAP-1 phosphorylation. […] A-T fibroblasts, KAP-1 phosphorylation AlphaLISA; neocarzinostatin DNA damage 30 min before lysis. Potency, µM (titrated, usually from 57.5 µM), without a hit: at the highest dose activation, hits mostly activators. 320,000 tested, 0.19% active; also: potency is read from the fitted curve at half-maximal effect; % of control where 0% means no effect; nearly all actives have a fitted effect of over 45% in size
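ATM-like activity read as KAP-1 phosphorylation via AlphaLISA donor/acceptor antibody pairs after lysis and 6 hr at 25C. Cells were ATM-null patient fibroblasts ([…], hTERT), dosed 60 min, then exposed to the DSB inducer NCS for 30 min.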
TSHR antag: human thyrotropin receptor antagonism. TSHR-expressing cells, TSH-stimulated cAMP HTRF, 2 h; hits give low values. AID 504810. 330,000 tested, 0.2% active. activity change, negative = inhibition, % at 11.5 µM;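 active = activity change below a set negative limit, meaning inhibition stronger than a set level, cut at about -70% in these data; inconclusive = activity change between two set negative limits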; also: % is scaled to controls: 0 for no effect and ±100 for the full control effect
Target sequence (P16473 whole entry, looked up): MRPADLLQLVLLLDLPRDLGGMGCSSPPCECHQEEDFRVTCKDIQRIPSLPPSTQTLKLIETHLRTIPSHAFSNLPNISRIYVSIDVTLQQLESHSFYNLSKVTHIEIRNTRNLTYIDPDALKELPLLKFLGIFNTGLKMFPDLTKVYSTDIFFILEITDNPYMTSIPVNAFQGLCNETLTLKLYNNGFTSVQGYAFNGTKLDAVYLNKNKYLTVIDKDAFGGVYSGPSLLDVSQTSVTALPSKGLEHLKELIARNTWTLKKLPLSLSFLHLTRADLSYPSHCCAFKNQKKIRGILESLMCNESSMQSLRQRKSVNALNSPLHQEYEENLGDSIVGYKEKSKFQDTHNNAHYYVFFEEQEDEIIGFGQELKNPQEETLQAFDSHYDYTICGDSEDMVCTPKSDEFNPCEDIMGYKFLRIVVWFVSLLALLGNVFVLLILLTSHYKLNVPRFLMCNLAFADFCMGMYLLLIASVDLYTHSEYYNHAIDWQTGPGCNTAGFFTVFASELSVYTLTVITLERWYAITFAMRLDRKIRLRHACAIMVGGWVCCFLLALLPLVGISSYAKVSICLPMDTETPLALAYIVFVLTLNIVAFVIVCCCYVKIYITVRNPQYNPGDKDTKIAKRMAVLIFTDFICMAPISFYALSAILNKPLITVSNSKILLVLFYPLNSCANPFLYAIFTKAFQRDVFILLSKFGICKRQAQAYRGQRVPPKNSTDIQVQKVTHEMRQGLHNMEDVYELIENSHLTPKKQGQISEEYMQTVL
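Cell-based HTRF cAMP assay; TSHR cells + compound, TSH EC80 (4nM final), 2 h, 37 deg C. Lysis with anti-cAMP cryptate and cAMP-d2, 30 min RT, read 665/620 nm.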
TCR activator: T cell receptor activation; Potency, µM (series often up to 9.22 µM), without a hit: at the highest dose activation of IL-2 secretion, most hits filed as activators; primary human leukocytes, anti-CD3, IL-2 HTRF, 48 h; AID 504894; 330,000 tested, under 10 active; also: % of control where 0% means no effect
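Using a-CD3 beads without co-stimulation, primary human leukocytes were exposed to compounds for 48 hr. An HTRF IL-2 kit measured the cytokine, with europium-to-d2 energy transfer producing emission at 665nm upon 320nm excitation.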
hERG WT inh: blocks the wildtype human KCNH2 potassium channel; Q12809; U2OS, BacMam KCNH2, thallium flux FluxOr; hits give low values; activity change, % at 1.84 µM; 340,000 tested, 0.37% active; AID 720551;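 active = maximum activity change below -70%; inconclusive = maximum activity change between -70% and -50%; inactive = maximum activity change above -50%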; also: % is scaled to controls: 0 for no effect and ±100 for the full control effect
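U2OS cells were transduced with wild-type KCNH2 virus (2.03 x 10^8 / mL) for 4 h at room temperature, then cultured overnight at 37 C. Thallium flux was read with FluxOr dye. Rate constants were normalized to DMSO controls.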
Chronic BCR inh: inhibitors of chronic active B-cell receptor signaling | ABC-DLBCL IkBa-CBG/CBR reporter, luminescence ratio, 4 h | Potency, µM (top dose mostly 46.1 µM), for inactives: top-dose ratio change, negative = lower green/red ratio, most hits filed as inhibitors | 340,000 tested, 0.05% active | AID 493014; active = well fitted inhibition curve with a large enough effect in the signal ratio, with a control signal flat, not every such curve was filed as active; inconclusive = small, poorly fitted or top-dose-only effect, or effect the other way, or a change in a side signal; the % refers to the signal ratio;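 also: potency is read from the fitted curve at half-maximal effect; plate controls were basal doxycycline-induced cells for no effect and cells given 10 µM MG132 for full effect; MG132 reads +100%, hits lower the ratio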
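Doxycycline induced both beetle luciferases in TMD8 lymphoma cells; IKK-driven degradation limits the IkappaBalpha-fused green signal, while red luminescence normalises for cell number and nonspecific effects. Compounds tested up to 46 uM, 4 hrs.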
Tb PFK block: T. brucei PFK enzyme inhibition; O15648; T. brucei PFK, ADP-Glo luminescence; Potency, µM (highest dose often 57.5 µM), without a hit: at the top dose activity, negative = inhibition, usual class: inhibitors; 330,000 tested, 0.17% active; AID 485367;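 also: potency is read from the fitted curve at half-maximal effect; 0% = uninhibited 1x PFK enzyme wells and -100% = no-enzyme wells; nearly all actives have a fitted effect of over 60% in size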
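PFK 1.25 nM, F6P 0.5 mM, ATP 0.1 mM, 0.1 M TEA pH 8.0, 5 mM MgCl2, 0.01% Tween20, 0.1% BSA; 45 min RT. ADP-Glo readout. qHTS titration up to 57 uM; curves fitted, compounds curve-classed.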
The depositor's hits bear a star; ? = inconclusive; . = not tested or not shown; [ ] = remark or other dose. Unless noted, calls follow the shape of the dose curve; as a rule, active = well fitted curve in the direction sought with a large enough effect; inconclusive = small, poorly fitted or top-dose-only effect, or another doubt; inactive = no such curve, though single readings can be large; an effect the other way counts as inactive or inconclusive.

smiles	TCR activator	Chronic BCR inh	hERG WT inh	GALK inhibitor	Tb PFK block	A-T KAP1 phos	Giardia killer	Coupling enz	TSHR antag	CXXC DNA block
C/C(CC(=O)Nc1cc(C)ccn1)=N\NC(=O)c1cccc(C)c1	3%	?	1	-2%	12%	-3%	-3	-6	17	11%
Cc1ccc(C(=O)CSc2nc3c([nH]2)c(=O)n(C)c(=O)n3C)cc1	-3%	?	-10	-7%	-5%	5%	-3	3	-4	-25%
CCN(CC)CCN(C(=O)c1cc2ccccc2cc1OC)c1nc2ccc(F)cc2s1	-2%	0%	-8	-2%	-1%	-2%	-18	0	3	9%
COc1ccccc1-c1cc(N)n(S(=O)(=O)c2ccc(F)c(C)c2)n1	2%[46.1 µM]	?	11	-3%	2%	0%	0	0	-4	8%
CCC1CN(C(=O)N2CCC(C(=O)NCc3ccc(F)cc3)CC2)c2ccccc2O1 (stereo not drawn)	3%	1%	-4	-4%	1%	3%	1	.	1	1%
CCn1c(-c2cccc(Br)c2)n[nH]c1=S	-1%	?	-2	0%	15%	-6%	8	6	-2	3%
CCOC(=O)c1sc(=S)n(C)c1NC(=O)c1cccc(Br)c1	-6%	?	-1	-3%	-11%	18%	2	1	-18	-5%
O=C(O)CC(NC(=O)COc1ccc(Cl)cc1Cl)C(=O)O (stereo not drawn)	-3%	11%	-7	0%	23%	4%	11	3	5	-14%
COCc1nnc(NC(=O)CSCc2ccccc2)s1	-4%	-1%	-11	0%	-3%	-1%	0	.	-9	0%
COc1ccc(-c2noc(CNC(=O)c3ccc4c(c3)OCO4)n2)cc1	12%	-2%	6	6%	-1%	-9%	2	2	-4	-2%
CSc1ccc(S(=O)(=O)N2CCC(C(=O)NCCCn3ccnc3)CC2)cc1	3%	6%	-3	3%	-3%	3%	-6	.	13	4%
CC(CN1CCN(C)CC1)OC(=O)c1cccc(F)c1 (stereo not drawn)	-1%	-1%	-5	3%	5%	-7%	-16	0	-5	-6%
CCC1CCCCN1CCCNC(=O)c1ccc2nc(N3CCCCC3)sc2c1 (stereo not drawn)	-6%	-2%	3	4%	-7%	0%	14	0	10	0%
NC(=O)N/N=C/c1ccc2cccc(OCc3ccccc3)c2n1	3%	?	-3	2%	-3%	5%	-13	0	8	15%
CCOC(=O)c1cc2occc2n1Cc1ccc(F)cc1	-3%	.	-2	0%	.	.	-14	1	.	-12%
O=C(NC1CCCCCC1)C1Cc2ccccc2CN1C(=O)c1ccco1 (stereo not drawn)	2%	?	5	1%	-3%	0%	?	0	9	-3%
O=C(NCCN1CCOCC1)c1sc2ccccc2c1Cl	4%	-13%	-5	-3%	-1%	1%	3	-1	-10	-10%
CCCN1C2CCCC1CC(NC(=O)c1ccc(OC)cc1)C2 (stereo not drawn)	-8%	3%	11	-2%	0%	0%	3	2	15	-1%
CCCOc1ccc(CNC(=S)NCc2ccc(OC(C)C)cc2)cc1	-2%[46.1 µM]	-3%	-4	1%	7%	-2%	-4	1	93	8%
O=C(Nc1cccnc1Cl)c1cc(-c2ccc(Cl)cc2)on1	1%	4%	3	2%	2%	-4%	-13	2	5	0%
NC(=O)[C@@H]1CCCN1Cc1nc(Cc2cccc(C(F)(F)F)c2)no1	-4%	0%	5	1%	-8%	-1%	-1	1	-8	-14%
CCOC(=O)C1CCN(C(=O)c2ccc(N3CCCC3=O)cc2)CC1	-5%	3%	6	.	0%	6%	0	.	4	.
CC1(C)C[C@H]2C3=CCC4[C@@]5(C)CC[C@H](O)[C@@](C)(CO)C5CC[C@@]4(C)[C@]3(C)C[C@@H](O)[C@@]2(CO)[C@@H](O)[C@@H]1O (stereo partly drawn)	-1%	3%	1	.	-1%	9%	-12	.	-10	.
Cn1c(=O)c2c(c3ccccc31)OC(C)(C)CC2	2%[46.1 µM]	1%	8	2%	10%	.	1	2	12	-9%
C=CCn1c(SCC(=O)NC2CCS(=O)(=O)C2)nc2sc(CC)cc2c1=O (stereo not drawn)	-4%	6%	3	-2%	-3%	0%	11	5	1	4%
CC(C)(C)S(=O)(=O)c1cnc(-c2ccc(Cl)cc2)nc1N	3%	-5%	2	0%	0%	1%	-6	0	-21	5%
O=C(COC(=O)/C=C/c1ccc2c(c1)OCO2)Nc1ccccc1	-5%	-1%	-11	10%	1%	0%	-16	1	-2	23%
C[C@H](NC(=O)c1ccco1)C(=O)Nc1cccc([N+](=O)[O-])c1	-3%	5%	-6	10%	-3%	5%	10	1	8	7%
Fc1cnc(N/N=C/c2ccc(-c3ccc(Br)cc3)o2)nc1N1CCOCC1	-4%	?	-2	11%	3%	-10%	-20	-3	-7	10%
O=C1C2C3C=CC(C2C(=O)N1C1CCCCC1)C1C(=O)N(C2CCCCC2)C(=O)C31 (stereo not drawn)	-5%	10%	9	1%	2%	0%	20	4	-1	-2%

Other compounds follow.
smiles	TCR activator	Chronic BCR inh	hERG WT inh	GALK inhibitor	Tb PFK block	A-T KAP1 phos	Giardia killer	Coupling enz	TSHR antag	CXXC DNA block
COC(=O)CSc1nnc(CNC(=O)c2cc(OC)c(OC)c(OC)c2)n1C	.	-7%	-7	3%	-5%	-1%	-1	5	1	16%
C=C(C)Cn1c(SCC#N)nc2ccccc2c1=O	3%	9%	-22	-4%	-15%	3%	10	4	-1	5%
O=C(Nc1ccccc1)c1ccccc1OCc1ccc(F)cc1	-9%	4%	-6	6%	0%	17%	-9	6	8	-5%
O=C(COc1ccc(Br)cc1)NCCO	7%[46.1 µM]	?	-3	3%	-3%	1%	17	0	9	4%
COc1ccc(OCC(=O)Nc2cccc(OC)c2)cc1	3%	?	-1	-1%	20%	.	-9	-10	8	8%
CCSc1nnc(Cc2cc(=O)[nH]c(=O)[nH]2)n1-c1ccc(Cl)cc1	9%	-4%	-7	-1%	16%	-11%	?	2	2	42%[activator]
CCOC(=O)c1cc(-c2ccccc2)sc1NC(=O)C(C)Sc1nnc(C)s1 (stereo not drawn)	-5%[46.1 µM]	0%	-4	0%	2%	2%	3	-2	-15	3%
CCOC(=O)c1ccc(NS(=O)(=O)c2ccc3c(c2)n(C)c(=O)n3C)cc1	13%	-1%	-18	3%	-7%	-13%	-4	5	2	13%
COc1ccc(OC)c(S(=O)(=O)CC(O)COc2ccccc2Cl)c1 (stereo not drawn)	-6%	-3%	10	3%	-2%	-4%	2	.	9	-11%
COc1cc(NC(=O)c2ccco2)c(OC)cc1NC(=O)CCC(=O)Nc1cc(C)cc(C)c1	0%	6%	14	2%	-1%	-9%	-3	2	-5	3%
Cc1ccc(CSc2nnc(NC(=O)Cn3cnc4ccccc4c3=O)s2)cc1	1%	?	0	0%	2%	-2%	12	2	6	6%
CC(=O)c1sc2nc(-c3ccc(C)cc3)c3c(c2c1N)CCCC3	4%[46.1 µM]	0%	8	0%	-2%	?	3	1	-7	0%
CC(C)CCOc1ccc(C(CC(N)=O)C(=O)O)cc1 (stereo not drawn)	1%	?	-8	3%	0%	.	-15	7	10	0%
C=CCNC(=S)NNC(=O)C(CC(C)C)CC(C)O (stereo not drawn)	0%	7%	1	0%	3%	?	1	4	9	-5%
COc1ccc(NS(=O)(=O)c2csc(C(=O)N3CCCC3)c2)c(OC)c1	1%	-2%	-6	2%	-2%	3%	-10	.	13	15%
CCOC(=O)c1cnc2ccc(C)cc2c1NCCO	-1%[46.1 µM]	?	1	-1%	0%	-4%	8	-3	-15	-8%
COC(=O)CN1C(=S)N(c2ccc(Cl)cc2)C(=O)C1CC(=O)Nc1ccc(F)cc1 (stereo not drawn)	3%[46.1 µM]	?	-11	3%	6%	-3%	-26	1	-15	13%
CCn1c(=O)c2sccc2n2c(CCCC(=O)NC3CCN(Cc4ccccc4)CC3)nnc12	5%	1%	-12	-3%	0%	-12%	10	.	-3	-4%
COc1ccc2c(c1)cc(C(O)c1ccccn1)n2S(=O)(=O)c1ccccc1 (stereo not drawn)	-2%[46.1 µM]	-6%	4	.	-3%	0%	7	-4	10	-6%
O=C(CCCNC(=O)/C(=C/c1ccc(F)cc1)NC(=O)c1ccccc1)OCc1ccccc1	1%[46.1 µM]	3%	-138*	0%	0%	0%	-3	5	1	-3%
C[C@H](CO)N1C[C@H](C)[C@@H](CN(C)C(=O)Nc2ccc(C(F)(F)F)cc2)Oc2ccc(NC(=O)c3ccncc3)cc2C1=O	-8%	?	-1	.	9%	-4%	27	.	-5	.

High-throughput results: PubChem BioAssay, National Center for Advancing Translational Sciences (NCATS)
